From PubChem
S1P3 ag: activates the human S1P3 receptor; activation, % at 4.5 µM; hit rate 0.1% among 60,000; Q99500; S1P3 NFAT-BLA reporter cells, agonism, FRET ratio; relative to 1 µM S1P, basal subtracted;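 active = activation above the screen-wide mean plus 3 SD, cut at about 4.5% in these data, passing the limit was not always enough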; note: some compounds called inactive have numbers as strong as hits
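Assay system: CHO cells stably expressing human S1P3, Gα16 and NFAT-β-lactamase reporter. Timing: overnight plating, 4 h compound 37 °C, 2 h substrate RT. Signal: β-lactamase FRET emission ratio 460/535 nm. Measure: percent activation versus median 1 µM S1P response, basal-subtracted, per plate. Repeats: primary screen single test, confirmation screen in triplicate.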
M1 antagonist: blocks the rat M1 muscarinic receptor response to acetylcholine. AID 628. CHO-M1 cells, Fluo-4 calcium, ACh EC80 antagonist mode; active compounds read low. B-score at 10 µM. P08482. hit rate 3.4% among 64,000;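 active = calcium fluorescence response, raw or row-and-column corrected B-score, differing from the plate sample mean either way at a set confidence level, mostly lower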
M1 agonist: agonists of M1 muscarinic receptor; CHO-M1 cells, Fluo-4 calcium fluorescence, agonist mode; active compounds read high; B-score at 10 µM; hit rate 3% among 64,000;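 active = fluorescence rise, raw or as B-score row- and column-corrected plate score, outside the 99.7% band of its plate's samples, either direction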
S1P1 ag-PAM: agonists and agonism potentiators of human S1P1 receptor; S1P1 CRE-bla cells, forskolin, beta-lactamase FRET, potentiator mode; S1P1 agonist co-added at EC20, 2 nM; 100% = saturating reference agonist, 0% = basal; activation, % at 9.5 µM; hit rate 0.57% among 56,000;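 active = activation above a cutoff set at the mean activation of all tested compounds plus 3 SD, cut at about 54% in these data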;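 note: forskolin at 4 µM as EC80 and the EC20 agonist is SEW2871; 100% = SEW2871 at its EC100 plus forskolin at EC80; some compounds past the cut are filed as inactive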
Target sequence (P21453 whole entry, looked up): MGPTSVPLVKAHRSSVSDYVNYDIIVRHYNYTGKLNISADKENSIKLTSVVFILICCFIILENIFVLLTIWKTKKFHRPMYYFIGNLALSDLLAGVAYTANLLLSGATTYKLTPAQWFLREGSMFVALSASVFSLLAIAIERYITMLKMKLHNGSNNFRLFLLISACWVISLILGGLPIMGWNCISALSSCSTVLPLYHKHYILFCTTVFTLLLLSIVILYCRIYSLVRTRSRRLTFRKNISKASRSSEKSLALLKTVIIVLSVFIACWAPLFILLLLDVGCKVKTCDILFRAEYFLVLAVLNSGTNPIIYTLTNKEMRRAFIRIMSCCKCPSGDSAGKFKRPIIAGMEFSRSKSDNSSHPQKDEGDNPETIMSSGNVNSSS
HTR1E antagonist: blocks the human 5-HT1E serotonin receptor; P28566; CHO 5-HT1E Ga15 NFAT-bla reporter, FRET, antagonist; inhibition, % at 6 µM; hit rate 0.99% among 65,000;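 active = inhibition above a set limit, the mean inhibition across every tested compound plus 3 SD, cut at about 29% in these data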;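 note: signal is the 460 over 535 nm emission ratio of beta-lactamase substrate; 0% = agonist plus DMSO wells and 100% = wells without agonist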
Target sequence (P28566 whole entry, looked up): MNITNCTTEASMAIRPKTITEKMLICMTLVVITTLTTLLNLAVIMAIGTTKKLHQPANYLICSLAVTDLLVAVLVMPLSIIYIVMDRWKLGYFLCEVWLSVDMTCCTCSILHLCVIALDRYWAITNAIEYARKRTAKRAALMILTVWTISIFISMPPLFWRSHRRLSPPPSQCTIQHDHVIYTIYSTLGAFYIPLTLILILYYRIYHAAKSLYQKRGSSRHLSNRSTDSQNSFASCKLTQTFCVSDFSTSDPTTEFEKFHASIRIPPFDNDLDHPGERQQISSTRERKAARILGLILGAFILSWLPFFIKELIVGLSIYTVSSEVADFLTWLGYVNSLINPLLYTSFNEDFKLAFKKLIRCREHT
HTR1E agonist: activates the human 5-HT1E serotonin receptor; P28566; hit rate 0.69% among 65,000; CHO 5-HT1E Ga15 NFAT-bla reporter, FRET; 0% DMSO wells, 100% control agonist wells; activation, % at 6 µM;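 active = activation above a set limit, the screen-wide mean activation plus 3 SD, cut at about 8.5% in these data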;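 note: 100% = positive control agonist at 1 µM giving full maximal response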
Her2 expr inh: Her2 kinase expression inhibition | P04626 | SKBR-3 HER2 protein level, AlphaScreen, 18-24 h; active compounds read low | HER2 level % of control, % at 10 µM | hit rate 0.69% among 65,000 | AID 645;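 active = HER2 level under 5% of the carrier-only control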;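 note: 100% = DMSO carrier and 0% = 500 nM PU-H71 HSP90 inhibitor; lower value means stronger loss of Her2 protein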
HEK293 NFkB inh: inhibitors of the PMA/ionomycin-induced NF-kB reporter in HEK293 cells. HEK-293 NF-kB luciferase reporter, luminescence. AID 465. hit rate 0.21% among 62,000. inhibition, % at 3 µM;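 active = inhibition above the mean of all tested compounds plus 3 SD, cut at about 40% in these data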;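 note: 0% = stimulated DMSO wells and 100% = 10 µM reference inhibitor 5653914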
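Timing: 1 h pretreatment, 16 h stimulation, 37 °C; system: HEK-293 cells with stable firefly luciferase reporter driven by four HIV NF-kB elements; doses: 3 µM once, 0.30% DMSO; measured by: luciferase luminescence; control set: DMSO and 10 µM reference inhibitor; repeats: single test; reagent: PMA plus ionomycin mix as NF-kB-activating stimulus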
Jurkat viability: cytotoxicity toward Jurkat cells | Jurkat E6.1 viability, ATP luminescence, 48 h | inhibition, % at 4 µM | hit rate 1.2% among 56,000 | AID 463;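 active = inhibition above the mean inhibition of all tested compounds plus 3 SD, cut at about 28% in these data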
An asterisk follows results filed as active.

`Cc1ccccc1C(=O)N1CCN(c2nc(N3CCOCC3)nc(N3CCOCC3)n2)CC1` gave S1P3 ag -0.5, M1 antagonist -0.91, M1 agonist 0.0088, HTR1E antagonist 4, HTR1E agonist -1.4, Her2 expr inh 37, HEK293 NFkB inh 7 and Jurkat viability -1.
COc1ccc(CCNc2oc(-c3ccc(OC)c(OC)c3)nc2C#N)cc1 was read as S1P3 ag -0.5, M1 antagonist 0.46, M1 agonist 0.0066, S1P1 ag-PAM -23, HTR1E antagonist 11, HTR1E agonist 0.3, Her2 expr inh 76, HEK293 NFkB inh 1 and Jurkat viability -10.
`CCOc1ccc2c(c1)c1nnc(SCC(=O)N3CCC(C)CC3)nc1n2C` gave S1P3 ag 0.1, M1 antagonist -4.6*, M1 agonist 1, S1P1 ag-PAM 7, HTR1E antagonist 10, HTR1E agonist -0.8, Her2 expr inh 90, HEK293 NFkB inh -7 and Jurkat viability 1.
Screening O=S(=O)(NCCOCC(F)(F)C(F)F)c1ccc2oc3ccccc3c2c1 returned S1P3 ag -0.9, M1 antagonist -1.1, M1 agonist 15*, S1P1 ag-PAM 48, HTR1E antagonist 12, HTR1E agonist -0.7, Her2 expr inh 123, HEK293 NFkB inh 9 and Jurkat viability 11.
For CCC1CCCCN1C(=O)Nc1ccc(F)cc1 (centres undefined) the results were S1P3 ag -0.3, M1 antagonist 0.0083, M1 agonist -0.41, S1P1 ag-PAM 0, HTR1E antagonist -1, HTR1E agonist 0.0, Her2 expr inh 78, HEK293 NFkB inh 13 and Jurkat viability 1.
Cc1oc(-c2ccc3c(c2)OCCO3)cc1C(=O)NC(CCC(=O)O)C(=O)O (centres undefined) was read as S1P3 ag 1.2, M1 antagonist 0.99, M1 agonist -0.21, S1P1 ag-PAM -4, HTR1E antagonist 1, HTR1E agonist -1.2, Her2 expr inh 116, HEK293 NFkB inh -4 and Jurkat viability -5.
`Cc1ccc(Nc2cc(-n3nc(C)cc3C)ncn2)cc1` gave S1P3 ag -0.8, M1 antagonist -0.12, M1 agonist 0.35, S1P1 ag-PAM -20, HTR1E antagonist 8, HTR1E agonist 0.7, Her2 expr inh 132, HEK293 NFkB inh 1 and Jurkat viability 6.
Cc1ccc(C(=O)NCc2ccc(Cl)cc2)o1 was read as S1P3 ag -0.2, M1 antagonist 0.88, M1 agonist -0.68, HTR1E antagonist -3, HTR1E agonist 1.4, Her2 expr inh 85, HEK293 NFkB inh 9 and Jurkat viability -6.
For CC1CCCN(c2nc3ccsc3c(=O)s2)C1 (centres undefined) the results were M1 antagonist -7.2*, M1 agonist 0.092, HTR1E antagonist -15, HTR1E agonist 0.3, Her2 expr inh 82 and HEK293 NFkB inh -7.
`Cc1nc2sc(C(c3ccc(Cl)cc3)N3CCN(C(=O)c4ccco4)CC3)c(O)n2n1` (centres undefined) gave S1P3 ag -1.2, M1 antagonist 0.4, M1 agonist 0.73, S1P1 ag-PAM 18, HTR1E antagonist 2, HTR1E agonist 0.6, Her2 expr inh 54, HEK293 NFkB inh 11 and Jurkat viability -5.
`CC(C)c1nc(SCC(=O)NCc2ccc3c(c2)OCO3)c2c(=O)n(C)c(=O)n(C)c2n1` gave S1P3 ag -0.8, M1 antagonist 0.061, M1 agonist -0.43, S1P1 ag-PAM 14, HTR1E antagonist -5, HTR1E agonist 0.4, Her2 expr inh 89, HEK293 NFkB inh 3 and Jurkat viability -4.
O=C(COc1ccc(Cl)cc1)Nc1ccccc1CO was read as S1P3 ag 0.4, M1 antagonist 0.61, M1 agonist 1.3, S1P1 ag-PAM 0, HTR1E antagonist 3, HTR1E agonist -0.5 and Her2 expr inh 97.
Screening O=C(O)c1ccnc(C(=O)O)c1 returned S1P3 ag -2.6, M1 antagonist -0.73, M1 agonist 0.91, S1P1 ag-PAM 10, HTR1E antagonist 3, HTR1E agonist -0.8 and Her2 expr inh 107.
Screening CCCC(c1nnnn1C1CCCC1)N1CCN(c2ccccc2F)CC1 (centres undefined) returned S1P3 ag -0.8, M1 antagonist 0.016, M1 agonist -0.3, S1P1 ag-PAM 1, HTR1E antagonist -9, HTR1E agonist 3.0, Her2 expr inh 118, HEK293 NFkB inh -1 and Jurkat viability -8.
For COc1ccc2[nH]c(=O)c(CN(CCN(C)C)C(=O)NCc3ccccc3)cc2c1 the results were M1 antagonist -1.4, M1 agonist -0.13, HTR1E antagonist -7, HTR1E agonist 3.6, Her2 expr inh 117 and HEK293 NFkB inh 12.
`O=C(c1ccccc1-c1ccccc1)N1CCOCC1` gave S1P3 ag -0.2, M1 antagonist 0.52, M1 agonist -2.6, S1P1 ag-PAM -4, HTR1E antagonist -2, HTR1E agonist -0.6, Her2 expr inh 116, HEK293 NFkB inh 8 and Jurkat viability 7.
`O=C1c2ccccc2NC(c2ccc(Cl)cc2Cl)N1O` (centres undefined) gave S1P3 ag 0.3, M1 antagonist 0.0031, M1 agonist 0.033, S1P1 ag-PAM 2, HTR1E antagonist -1, HTR1E agonist -2.1, Her2 expr inh 123, HEK293 NFkB inh 5 and Jurkat viability 1.
Screening CNc1ccccc1-c1nc2ccccc2n(C)c1=O returned S1P3 ag -2.0, M1 antagonist -0.15, M1 agonist -0.24, S1P1 ag-PAM -6, HTR1E antagonist -5, HTR1E agonist 0.3 and Her2 expr inh 123.
`COc1ccc(N2CCN(CC(=O)Nc3nc4c(s3)CC(C)CC4)CC2)cc1` (centres undefined) gave S1P3 ag 0.4, M1 antagonist 0.49, M1 agonist 0.0041, S1P1 ag-PAM 0, HTR1E antagonist -16, HTR1E agonist 1.3, Her2 expr inh 119, HEK293 NFkB inh 9 and Jurkat viability 0.
O=C(Nc1ccc(C(F)(F)F)cc1Cl)c1ccc(Cn2cc(Br)cn2)o1 was read as S1P3 ag -0.4, M1 antagonist -0.46, M1 agonist -0.25, S1P1 ag-PAM -26, HTR1E antagonist 1, HTR1E agonist 0.4, Her2 expr inh 69, HEK293 NFkB inh 12 and Jurkat viability -3.

At a glance, part of the list above.
`COc1ccc(N2CCN(CC(=O)Nc3nc4c(s3)CC(C)CC4)CC2)cc1` (centres undefined) gave S1P3 ag 0.4, M1 antagonist 0.49, M1 agonist 0.0041, S1P1 ag-PAM 0, HTR1E antagonist -16, HTR1E agonist 1.3, Her2 expr inh 119, HEK293 NFkB inh 9 and Jurkat viability 0.
O=C(Nc1ccc(C(F)(F)F)cc1Cl)c1ccc(Cn2cc(Br)cn2)o1 was read as S1P3 ag -0.4, M1 antagonist -0.46, M1 agonist -0.25, S1P1 ag-PAM -26, HTR1E antagonist 1, HTR1E agonist 0.4, Her2 expr inh 69, HEK293 NFkB inh 12 and Jurkat viability -3.

Further records:
Cc1c(NC(=O)C(C)Sc2nc3ccccc3c(=O)n2CCO)c(=O)n(-c2ccccc2)n1C (centres undefined) was read as S1P3 ag -0.5, M1 antagonist 0.19, M1 agonist -0.25, S1P1 ag-PAM -7, HTR1E antagonist -1, HTR1E agonist -0.7, Her2 expr inh 86, HEK293 NFkB inh 13 and Jurkat viability 2.
For COc1ccc(C(=O)N2CCN(c3c(C)cccc3C)CC2)cc1OC the results were S1P3 ag 0.0, M1 antagonist 0.03, M1 agonist -1.5, S1P1 ag-PAM -13, HTR1E antagonist 10, HTR1E agonist -0.4, Her2 expr inh 121, HEK293 NFkB inh 0 and Jurkat viability -2.
O=C(COc1ccccc1)N1CCN(c2ncnc3c2cnn3-c2ccccc2)CC1 was read as S1P3 ag -0.9, M1 antagonist -0.75, M1 agonist 0.2, S1P1 ag-PAM 6, HTR1E antagonist -4, HTR1E agonist -0.2, Her2 expr inh 81, HEK293 NFkB inh 13 and Jurkat viability 11.
Screening Cc1nn(C)c(C)c1CN(C)C(=O)c1cc2nc(-c3ccco3)cc(C(F)(F)F)n2n1 returned S1P3 ag 0.1, M1 antagonist 1.3, M1 agonist -0.86, S1P1 ag-PAM -27, HTR1E antagonist 7, HTR1E agonist 0.3, Her2 expr inh 88, HEK293 NFkB inh 13 and Jurkat viability 7.
Screening COc1ccccc1S(=O)(=O)Cc1ccc(C(=O)N2CCOCC2)o1 returned S1P3 ag -1.6, M1 antagonist -0.84, M1 agonist -0.68, S1P1 ag-PAM 6, HTR1E antagonist 15, HTR1E agonist 0.3, Her2 expr inh 71, HEK293 NFkB inh 8 and Jurkat viability 10.
For CCC(CC)c1nc(NCCC(=O)O)c2ccccc2n1 the results were S1P3 ag -1.1, M1 antagonist 0.15, M1 agonist -0.4, S1P1 ag-PAM -2, HTR1E antagonist 9, HTR1E agonist 0.6, Her2 expr inh 97, HEK293 NFkB inh 8 and Jurkat viability 2.
COc1ccc(NC(=O)CSc2nnc(-c3ccoc3C)n2CCc2ccccc2)cc1 was read as S1P3 ag -1.0, M1 antagonist 1.2, M1 agonist 1.1, S1P1 ag-PAM 13, HTR1E antagonist 3, HTR1E agonist -0.2, Her2 expr inh 101, HEK293 NFkB inh 12 and Jurkat viability 8.
Screening Cc1ccc(NC(=O)CC2SCCNC2=O)cc1Cl (centres undefined) returned S1P3 ag -0.5, S1P1 ag-PAM 2, HTR1E antagonist -4, HTR1E agonist 1.1, Her2 expr inh 126, HEK293 NFkB inh 0 and Jurkat viability -4.
Screening O=C1c2ccccc2NC(c2ccccn2)N1c1ccc(Cl)cc1 (centres undefined) returned S1P3 ag -1.2, M1 antagonist -0.52, M1 agonist -0.047, S1P1 ag-PAM -5, HTR1E antagonist 7, HTR1E agonist -0.5, Her2 expr inh 92, HEK293 NFkB inh 2 and Jurkat viability 0.
`O=C(COc1cnc2ccccc2n1)NCCC1=CCCCC1` gave S1P3 ag 0.6, M1 antagonist 0.66, M1 agonist -0.17, S1P1 ag-PAM 14, HTR1E antagonist -15, HTR1E agonist -0.6, Her2 expr inh 111, HEK293 NFkB inh 8 and Jurkat viability -3.
`CCn1c(O)c(/C=N/n2cnnc2)sc1=S` gave S1P3 ag 0.2, M1 antagonist 0.065, M1 agonist -0.54, S1P1 ag-PAM -13, HTR1E antagonist 4, HTR1E agonist 0.7, Her2 expr inh 93, HEK293 NFkB inh 2 and Jurkat viability -4.
Screening CCNC(=O)N1CCNC(=O)C1CC(=O)OC (centres undefined) returned S1P3 ag 0.0, M1 antagonist -0.36, M1 agonist -0.094, HTR1E antagonist -6, HTR1E agonist -2.6, Her2 expr inh 74, HEK293 NFkB inh -3 and Jurkat viability 3.
`CCC(CC)C(=O)NCCc1cc2c(OC)ccc(OC)c2[nH]c1=O` gave S1P3 ag 0.0, M1 antagonist 0.78, M1 agonist -0.7, S1P1 ag-PAM 0, HTR1E antagonist 0, HTR1E agonist -0.7, Her2 expr inh 83, HEK293 NFkB inh 16 and Jurkat viability 3.
For COc1ccc(CCNC2CCN(C)CC2)cc1OC the results were S1P3 ag -1.3, M1 antagonist -0.49, M1 agonist -0.36, S1P1 ag-PAM 4, HTR1E antagonist -10, HTR1E agonist -0.3, Her2 expr inh 109, HEK293 NFkB inh 14 and Jurkat viability -1.
For Cc1cc(C(=O)O)cc(S(=O)(=O)N2CCOCC2)c1C the results were S1P3 ag 0.7, M1 antagonist 1.4, M1 agonist -0.018, HTR1E antagonist -3, HTR1E agonist 0.9, Her2 expr inh 80, HEK293 NFkB inh 7 and Jurkat viability -2.
